IDE inh = inhibitors of human insulin-degrading enzyme in cells; P14735; HEK cells, FAbetaB cleavage, fluorescence polarization; inhibition, % at 5.59 µM; actives 0.41% (n = 320,000); AID 434962;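 active = percent inhibition above the average of all tested compounds plus 3 SD, set per screening campaign, cut at about 16% in these data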;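 note: IDE supplied by intact live HEK cells; FP after avidin binding of uncleaved biotin substrate so inhibition keeps polarization high; 0% = DMSO wells and 100% = 60 µM reference IDE inhibitor Ii1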
p-CIP stab down = p/CIP protein destabilization; actives 0.01% (n = 290,000); Q05BA5; F442A p/CIP-EGFP cells, EGFP fluorescence, 16 h; AID 1984; decrease of EGFP signal, % at 10 µM;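 active = EGFP signal decrease of at least 30% at 10 µM or well 3 SD below plate mean, unless failing retest; inactive = the rest, including hits failing retest or dose response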; note: some compounds called inactive have numbers as strong as hits; many of its hits are not listed in these tables
Target sequence (Q05BA5 1-1403): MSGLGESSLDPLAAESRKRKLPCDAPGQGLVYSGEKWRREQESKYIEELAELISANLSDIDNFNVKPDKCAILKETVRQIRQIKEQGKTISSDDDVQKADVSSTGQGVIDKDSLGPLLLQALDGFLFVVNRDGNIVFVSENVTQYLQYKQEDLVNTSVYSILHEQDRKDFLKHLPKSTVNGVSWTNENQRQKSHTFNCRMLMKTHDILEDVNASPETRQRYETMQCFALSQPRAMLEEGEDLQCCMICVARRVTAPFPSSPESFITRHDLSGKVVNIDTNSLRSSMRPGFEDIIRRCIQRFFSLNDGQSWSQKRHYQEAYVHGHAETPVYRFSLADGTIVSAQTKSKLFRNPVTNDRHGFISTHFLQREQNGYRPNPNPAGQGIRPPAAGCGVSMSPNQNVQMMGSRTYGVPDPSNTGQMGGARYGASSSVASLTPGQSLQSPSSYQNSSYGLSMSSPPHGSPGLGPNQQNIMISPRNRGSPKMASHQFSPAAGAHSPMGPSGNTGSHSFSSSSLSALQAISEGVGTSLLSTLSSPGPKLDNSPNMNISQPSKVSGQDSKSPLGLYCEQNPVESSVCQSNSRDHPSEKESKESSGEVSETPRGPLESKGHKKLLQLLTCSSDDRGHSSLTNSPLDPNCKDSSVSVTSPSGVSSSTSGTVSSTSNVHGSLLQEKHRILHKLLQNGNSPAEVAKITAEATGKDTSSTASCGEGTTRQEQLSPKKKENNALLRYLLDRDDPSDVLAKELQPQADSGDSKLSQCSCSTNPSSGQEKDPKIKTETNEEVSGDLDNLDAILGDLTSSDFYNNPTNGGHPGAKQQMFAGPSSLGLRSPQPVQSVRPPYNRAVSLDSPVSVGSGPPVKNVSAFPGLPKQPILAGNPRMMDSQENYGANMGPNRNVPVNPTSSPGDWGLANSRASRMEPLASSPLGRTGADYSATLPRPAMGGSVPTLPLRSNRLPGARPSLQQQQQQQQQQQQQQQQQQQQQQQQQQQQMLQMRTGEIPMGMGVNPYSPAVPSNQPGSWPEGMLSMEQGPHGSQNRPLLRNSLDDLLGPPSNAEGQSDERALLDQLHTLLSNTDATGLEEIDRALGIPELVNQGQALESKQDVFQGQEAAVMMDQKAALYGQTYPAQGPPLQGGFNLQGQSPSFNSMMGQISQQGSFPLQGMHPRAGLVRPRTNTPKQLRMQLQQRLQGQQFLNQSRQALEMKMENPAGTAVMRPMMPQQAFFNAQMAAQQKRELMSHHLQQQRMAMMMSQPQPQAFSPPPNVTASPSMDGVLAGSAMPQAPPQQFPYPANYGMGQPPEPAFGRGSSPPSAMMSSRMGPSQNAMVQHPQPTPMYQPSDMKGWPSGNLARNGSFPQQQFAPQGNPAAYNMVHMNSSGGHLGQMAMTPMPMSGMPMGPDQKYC
CRFBP-R2 block = antagonists of CRF-binding protein/CRF-R2 receptor complex | HEK293 CRF-R2/CRF-BP, CRF-induced calcium fluorescence | inhibition, % at 11.8 µM | actives 0.59% (n = 350,000) | AID 588475;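 active = inhibition of the ligand-induced calcium signal above about 50% at the single tested concentration, limit read from the data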
IDE cell activ = boosts human insulin-degrading enzyme activity in HEK cells; P14735; FAbeta-B cleavage, fluorescence polarization; 0% vehicle, 100% cell-free pure enzyme wells; activation, % at 5.96 µM; actives 0.073% (n = 340,000); AID 493087;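 active = activation above the mean of all tested compounds plus 3 SD, set per screening campaign, cut at about 17% in these data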
MEKK3 PB1 HTS = raises or lowers MEK5 binding to the human MEKK3 PB1 domain | Q99759 | actives 1.4% (n = 290,000) | binding response (% of control), % at 10 µM | bead-based flow cytometry, Alexa488-MEK5 binding to MEKK3; actives lie on both sides; 0 = blocked by unlabeled MEK5, 100 = vehicle;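 active = binding response more than 3 SD above or below the average of its plate-row segment, actives on both sides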;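 note: Alexa488 bead fluorescence after subtracting the streptavidin-only scavenger bead signal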
CRFR2-BP ag = CRF-BP/CRF-R2 complex agonism; HEK293 CRF-R2/CRF-BP, calcium dye fluorescence (FLIPR); percent of saturating CRF peptide response; activation, % at 13.2 µM; actives 0.46% (n = 350,000);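 active = activation of at least 50%, plus an integration ratio under a set limit after plate pattern correction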;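 note: plate controls were neutral control wells without compound for no effect and CRF at EC100 for full effect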
GalR3 antagonist = antagonists of human GalR3. actives 0.44% (n = 360,000). O60755. inhibition, % at 3 µM. HEK293 GalR3-CNG cAMP membrane potential fluorescence; galR3 body fused to GalR1 C-terminus. AID 651719;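 active = inhibition above the screen-wide average plus 3 SD, cut at about 13% in these data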;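 note: forskolin and galanin both at EC90 stimulate the cells; cAMP rise reported by CNG channel membrane potential dye signal; 0% = forskolin plus galanin with DMSO and 100% = forskolin alone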
PHOSPHO1 inh = inhibitors of human PHOSPHO1 phosphatase | Q8TCT1 | actives 1.1% (n = 290,000) | recombinant PHOSPHO1, absorbance phosphatase assay | inhibition, % at 13.3 µM; in the data active = inhibition above about 60%
M4 PAM = potentiates acetylcholine response at human M4 receptor. CHO-K1 hM4/Gqi5, Fluo-8 calcium fluorescence, ACh EC20; 0% = ACh EC20, 100% = maximal ACh. actives 0.4% (n = 360,000). activation, % at 3 µM;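 active = activation above its plate's cutoff, the mean activation of sample wells plus 3 SD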; note: some results filed as inactive read as strong as hits
* marks the source's active call; other numbers are inactive results.

What do the screens show for `O=C(CCNS(=O)(=O)c1cccs1)Nc1nccs1`?
IDE inh: -2; p-CIP stab down: -6; CRFBP-R2 block: -55; IDE cell activ: 2; MEKK3 PB1 HTS: 99; CRFR2-BP ag: -2.4; GalR3 antagonist: 4; PHOSPHO1 inh: 52; M4 PAM: 6

How did CCN(CC(=O)NCc1ccc(Cl)cc1)C(=O)CCC(=O)c1ccc(F)cc1 do in these assays?
IDE inh: 4; CRFBP-R2 block: 5; IDE cell activ: 3; CRFR2-BP ag: -0.4; GalR3 antagonist: 0; M4 PAM: -1

What do the screens show for `COc1ccc(Br)cc1CNC(=O)C1CCN(c2nnc(N3CCCC3=O)s2)CC1`?
IDE inh: 2; p-CIP stab down: 4; CRFBP-R2 block: -7; IDE cell activ: -5; MEKK3 PB1 HTS: 102; CRFR2-BP ag: 0.3; GalR3 antagonist: -1; PHOSPHO1 inh: 44; M4 PAM: 3

What do the screens show for `CS(=O)(=O)Nc1ccc(C(=O)Nc2ccc3c(c2)OCO3)cc1`?
IDE inh: -1; p-CIP stab down: 1; CRFBP-R2 block: -27; IDE cell activ: 4; MEKK3 PB1 HTS: 103; CRFR2-BP ag: -1.9; GalR3 antagonist: -3; PHOSPHO1 inh: 8; M4 PAM: -4

What do the screens show for `Cc1ccc(-n2ncc3c2ncn2nc(-c4ccco4)nc32)c(C)c1`?
IDE inh: 4; p-CIP stab down: -13; CRFBP-R2 block: -2; IDE cell activ: 4; MEKK3 PB1 HTS: 82; CRFR2-BP ag: 4.6; GalR3 antagonist: 0; PHOSPHO1 inh: -64; M4 PAM: -8

How did Cc1cccc(Cc2c(C)nc3nc(SCC(=O)NCc4ccco4)nn3c2C)c1 do in these assays?
IDE inh: 1; p-CIP stab down: -5; CRFBP-R2 block: 23; IDE cell activ: 1; MEKK3 PB1 HTS: 126*; CRFR2-BP ag: -1.6; GalR3 antagonist: -3; PHOSPHO1 inh: 52; M4 PAM: -3

How did Cc1ccc(C(C)(C)C)c(OCCCn2ccnc2)c1 do in these assays?
IDE inh: 8; p-CIP stab down: 8; CRFBP-R2 block: -3; IDE cell activ: -1; MEKK3 PB1 HTS: 94; CRFR2-BP ag: -1.3; GalR3 antagonist: -5; PHOSPHO1 inh: -14; M4 PAM: -15

Results for CN(c1ccccc1C(=O)Nc1ccc(CC#N)cc1)S(=O)(=O)c1ccccc1 ?
IDE inh: -1; p-CIP stab down: -17; CRFBP-R2 block: -4; IDE cell activ: 5; MEKK3 PB1 HTS: 104; CRFR2-BP ag: 0.7; GalR3 antagonist: -2; PHOSPHO1 inh: 14; M4 PAM: 4

How did Cc1ccc(NC(=O)Cn2nnc3ccccc32)cc1 do in these assays?
IDE inh: -2; p-CIP stab down: 2; CRFBP-R2 block: 6; MEKK3 PB1 HTS: 101; CRFR2-BP ag: -2.3; GalR3 antagonist: -1; PHOSPHO1 inh: 41; M4 PAM: 1

How did CN(C)c1ccc(Cc2cc3c(O)ccc(O)c3cc(Cc3ccc(N(C)C)cc3)c2=O)cc1 do in these assays?
CRFBP-R2 block: -17; IDE cell activ: -28; CRFR2-BP ag: 1.0; GalR3 antagonist: -1; M4 PAM: 0

Results for CC(NC(=O)c1ccco1)C(=O)NC(C)c1cc(F)c(Cl)cc1Cl (stereo unspecified) ?
IDE inh: -1; p-CIP stab down: -9; CRFBP-R2 block: -17; IDE cell activ: 0; MEKK3 PB1 HTS: 94; CRFR2-BP ag: -0.7; GalR3 antagonist: -10; PHOSPHO1 inh: 44; M4 PAM: -5

Results for Cc1cccc(Cn2cccc2/C=C2/C(=N)N3C=CSC3=NC2=O)c1 ?
IDE inh: -2; p-CIP stab down: -1; CRFBP-R2 block: 28; IDE cell activ: 0; MEKK3 PB1 HTS: 90; CRFR2-BP ag: -0.3; GalR3 antagonist: -10; PHOSPHO1 inh: -5; M4 PAM: -12

Results for CCOC(=O)C1=C(C)N(C)C(=S)NC1c1ccc(Cl)cc1 (stereo unspecified) ?
IDE inh: -2; p-CIP stab down: 1; CRFBP-R2 block: 17; IDE cell activ: 2; MEKK3 PB1 HTS: 100; CRFR2-BP ag: -1.3; GalR3 antagonist: -5; PHOSPHO1 inh: -14; M4 PAM: -6

What do the screens show for `CCCCn1c(N)c(N(CCOC)C(=O)C2CC(=O)N(c3ccc(CC)cc3)C2)c(=O)[nH]c1=O` (stereo unspecified)?
IDE inh: -5; CRFBP-R2 block: -1; IDE cell activ: -1; CRFR2-BP ag: 0.2; GalR3 antagonist: 2; M4 PAM: 7

What do the screens show for `CCC1=NN(C(=O)COc2ccccc2)C(O)(c2ccncc2)C1` (stereo unspecified)?
IDE inh: -1; p-CIP stab down: -9; CRFBP-R2 block: 13; IDE cell activ: -2; MEKK3 PB1 HTS: 93; CRFR2-BP ag: 6.7; GalR3 antagonist: 2; PHOSPHO1 inh: 45; M4 PAM: -2

How did Cc1noc(C)c1NC(=O)Nc1ccc2c(c1)C(=O)N([C@H](C)CO)C[C@H](C)[C@@H](CN(C)C(=O)NC1CCCCC1)O2 do in these assays?
IDE inh: 0; CRFBP-R2 block: -5; IDE cell activ: 2; CRFR2-BP ag: -1.0; GalR3 antagonist: -3; M4 PAM: 9

What do the screens show for `CC(=O)Nc1ccc(S(=O)(=O)NCCC(=O)N2CCc3ccccc32)cc1`?
IDE inh: 4; p-CIP stab down: -21; CRFBP-R2 block: -23; IDE cell activ: 1; MEKK3 PB1 HTS: 98; CRFR2-BP ag: -1.2; GalR3 antagonist: -10; PHOSPHO1 inh: 20; M4 PAM: 3

Results for O=C(CSc1nnc(Cc2cccs2)n1Cc1ccco1)Nc1cccc(Cl)c1 ?
IDE inh: 6; p-CIP stab down: 3; CRFBP-R2 block: -4; IDE cell activ: 3; MEKK3 PB1 HTS: 105; CRFR2-BP ag: -0.1; GalR3 antagonist: -8; PHOSPHO1 inh: -10; M4 PAM: 2

Results for CCCCn1c(N)c(N(CCOC)C(=O)c2cccc(N3C(=O)c4ccccc4C3=O)c2)c(=O)[nH]c1=O ?
IDE inh: -2; CRFBP-R2 block: 6; IDE cell activ: 5; CRFR2-BP ag: 0.3; GalR3 antagonist: -3; M4 PAM: 6

What do the screens show for `CSc1nc2ccc(NC(=O)c3cc4ccccc4o3)cc2s1`?
IDE inh: -1; p-CIP stab down: -3; CRFBP-R2 block: -15; IDE cell activ: 5; MEKK3 PB1 HTS: 109; CRFR2-BP ag: -0.1; GalR3 antagonist: -4; PHOSPHO1 inh: 1; M4 PAM: 6

How did COc1ccc(/C=C\C(=O)O[C@@H]2C(O)C(O[C@@H]3OC(C)[C@H](O[C@@H]4OCC(O[C@H]5O[C@H](CO)[C@@H](O)C(O)C5O)C(O)C4O)C(O)C3O)[C@H](OC(=O)[C@]34CCC(C)(C)C[C@@H]3C3=CCC5[C@@]6(C)CC(O)C(O[C@@H]7OC(CO)C(O)[C@H](O)[C@H]7O)[C@@](C)(C(=O)O)C6CC[C@@]5(C)[C@]3(CO)CC4)O[C@H]2C)cc1 (stereo partly specified) do in these assays?
IDE inh: -4; CRFBP-R2 block: -49; IDE cell activ: 17; CRFR2-BP ag: 132*; M4 PAM: -14

What do the screens show for `O=C1CCc2cc(S(=O)(=O)N3CCN(c4ccccc4F)CC3)ccc2N1`?
IDE inh: 3; p-CIP stab down: 4; CRFBP-R2 block: -1; IDE cell activ: 2; MEKK3 PB1 HTS: 98; CRFR2-BP ag: -0.3; GalR3 antagonist: 2; PHOSPHO1 inh: 6; M4 PAM: 1

How did c1cncc(-c2csc(-c3cccnc3)n2)c1 do in these assays?
IDE inh: 6; p-CIP stab down: 0; CRFBP-R2 block: 11; IDE cell activ: -2; MEKK3 PB1 HTS: 102; CRFR2-BP ag: 0.4; GalR3 antagonist: -8; PHOSPHO1 inh: 42; M4 PAM: 5

What do the screens show for `CC1(C)CN(C(=S)Nc2ccc(F)cc2F)C1=O`?
IDE inh: -4; p-CIP stab down: -5; CRFBP-R2 block: 8; IDE cell activ: 2; MEKK3 PB1 HTS: 102; CRFR2-BP ag: -3.2; GalR3 antagonist: -8; PHOSPHO1 inh: 23; M4 PAM: 0

How did O=C(N/N=C/c1ccc(O)c2ncccc12)c1cccc(Br)c1 do in these assays?
IDE inh: 1; p-CIP stab down: -20; CRFBP-R2 block: -193; IDE cell activ: -14; MEKK3 PB1 HTS: 108; CRFR2-BP ag: 124*; GalR3 antagonist: -7; PHOSPHO1 inh: 15; M4 PAM: 0

Results for CCOC(=O)N1CCC(=NNC(=O)NC2CCCCC2)CC1 ?
IDE inh: -3; p-CIP stab down: -9; CRFBP-R2 block: -4; IDE cell activ: 4; MEKK3 PB1 HTS: 101; CRFR2-BP ag: -3.6; GalR3 antagonist: 0; PHOSPHO1 inh: 25; M4 PAM: 0

Results for C[C@H](NC(=O)c1nc[nH]c1C(=O)N[C@@H](C)c1ccccc1)c1ccccc1 ?
IDE inh: 0; CRFBP-R2 block: -3; IDE cell activ: 2; CRFR2-BP ag: -0.7; GalR3 antagonist: -6; M4 PAM: 7

What do the screens show for `COC1=C(Br)C(=O)c2nc(C)ccc2C1=O`?
CRFBP-R2 block: 35; CRFR2-BP ag: 2.0; GalR3 antagonist: -4; M4 PAM: 1

Results for CC1(C)C2CCC1(CS(=O)(=O)N1CCN(c3ccccc3F)CC1)C(=O)C2 (stereo unspecified) ?
IDE inh: -2; p-CIP stab down: 8; CRFBP-R2 block: -4; IDE cell activ: -1; MEKK3 PB1 HTS: 99; CRFR2-BP ag: -0.2; GalR3 antagonist: -2; PHOSPHO1 inh: 15; M4 PAM: 0

Results for CC1=NNC(=O)C1CC(=O)N/N=C/C(Br)=C/c1ccccc1 (stereo unspecified) ?
IDE inh: -2; p-CIP stab down: 0; CRFBP-R2 block: 2; MEKK3 PB1 HTS: 104; CRFR2-BP ag: -2.0; GalR3 antagonist: -4; PHOSPHO1 inh: 27; M4 PAM: -1

What do the screens show for `N#C/C(=C/c1ccc(OCc2ccc(C(=O)O)cc2)c(Br)c1)c1cccc(F)c1`?
IDE inh: 0; p-CIP stab down: 0; CRFBP-R2 block: 4; IDE cell activ: -7; MEKK3 PB1 HTS: 99; CRFR2-BP ag: 18; GalR3 antagonist: -7; PHOSPHO1 inh: 20; M4 PAM: -5

What do the screens show for `Clc1ccc(CNc2ncnc3[nH]ncc23)cc1Cl`?
CRFBP-R2 block: 24; IDE cell activ: -3; CRFR2-BP ag: 1.4; GalR3 antagonist: -6; M4 PAM: -8

How did Cc1cc(OCc2cc(C(=O)N(C)Cc3nonc3C)no2)cc(C)c1Cl do in these assays?
IDE inh: 6; p-CIP stab down: -10; CRFBP-R2 block: 4; IDE cell activ: 0; MEKK3 PB1 HTS: 102; CRFR2-BP ag: 5.1; GalR3 antagonist: 4; PHOSPHO1 inh: 12; M4 PAM: -16

Results for Cc1cccc(C(C)C)c1NC(=O)CSc1nncn1C ?
IDE inh: 0; p-CIP stab down: 6; CRFBP-R2 block: 16; IDE cell activ: 6; MEKK3 PB1 HTS: 102; CRFR2-BP ag: -0.9; GalR3 antagonist: -7; PHOSPHO1 inh: 16; M4 PAM: 2

How did Cc1cccc(N2CCN(S(=O)(=O)c3ccc(Cl)nc3)CC2C)c1 (stereo unspecified) do in these assays?
IDE inh: 3; CRFBP-R2 block: 76*; IDE cell activ: 0; CRFR2-BP ag: -0.1; GalR3 antagonist: -4; M4 PAM: 1
